KDM5B inh = blocks human KDM5B histone demethylase activity; Q9UGL1; KDM5B demethylase, FDH-coupled NADH fluorescence (FDH is formaldehyde dehydrogenase); Potency, µM (series often up to 57.7 µM), for inactives: at the highest dose activity change, negative = inhibition, actives largely listed as inhibitors; 2.6% of 220,000 active; AID 1347165; active means well fitted inhibition curve with a large enough effect; inconclusive means small, poorly fitted or top-dose-only effect; inactive means no such curve, though single readings can be large or run the other way; further: 0% is about no effect; nearly all actives have a fitted effect of over 70% in size
Target sequence (Q9UGL1 whole entry, looked up): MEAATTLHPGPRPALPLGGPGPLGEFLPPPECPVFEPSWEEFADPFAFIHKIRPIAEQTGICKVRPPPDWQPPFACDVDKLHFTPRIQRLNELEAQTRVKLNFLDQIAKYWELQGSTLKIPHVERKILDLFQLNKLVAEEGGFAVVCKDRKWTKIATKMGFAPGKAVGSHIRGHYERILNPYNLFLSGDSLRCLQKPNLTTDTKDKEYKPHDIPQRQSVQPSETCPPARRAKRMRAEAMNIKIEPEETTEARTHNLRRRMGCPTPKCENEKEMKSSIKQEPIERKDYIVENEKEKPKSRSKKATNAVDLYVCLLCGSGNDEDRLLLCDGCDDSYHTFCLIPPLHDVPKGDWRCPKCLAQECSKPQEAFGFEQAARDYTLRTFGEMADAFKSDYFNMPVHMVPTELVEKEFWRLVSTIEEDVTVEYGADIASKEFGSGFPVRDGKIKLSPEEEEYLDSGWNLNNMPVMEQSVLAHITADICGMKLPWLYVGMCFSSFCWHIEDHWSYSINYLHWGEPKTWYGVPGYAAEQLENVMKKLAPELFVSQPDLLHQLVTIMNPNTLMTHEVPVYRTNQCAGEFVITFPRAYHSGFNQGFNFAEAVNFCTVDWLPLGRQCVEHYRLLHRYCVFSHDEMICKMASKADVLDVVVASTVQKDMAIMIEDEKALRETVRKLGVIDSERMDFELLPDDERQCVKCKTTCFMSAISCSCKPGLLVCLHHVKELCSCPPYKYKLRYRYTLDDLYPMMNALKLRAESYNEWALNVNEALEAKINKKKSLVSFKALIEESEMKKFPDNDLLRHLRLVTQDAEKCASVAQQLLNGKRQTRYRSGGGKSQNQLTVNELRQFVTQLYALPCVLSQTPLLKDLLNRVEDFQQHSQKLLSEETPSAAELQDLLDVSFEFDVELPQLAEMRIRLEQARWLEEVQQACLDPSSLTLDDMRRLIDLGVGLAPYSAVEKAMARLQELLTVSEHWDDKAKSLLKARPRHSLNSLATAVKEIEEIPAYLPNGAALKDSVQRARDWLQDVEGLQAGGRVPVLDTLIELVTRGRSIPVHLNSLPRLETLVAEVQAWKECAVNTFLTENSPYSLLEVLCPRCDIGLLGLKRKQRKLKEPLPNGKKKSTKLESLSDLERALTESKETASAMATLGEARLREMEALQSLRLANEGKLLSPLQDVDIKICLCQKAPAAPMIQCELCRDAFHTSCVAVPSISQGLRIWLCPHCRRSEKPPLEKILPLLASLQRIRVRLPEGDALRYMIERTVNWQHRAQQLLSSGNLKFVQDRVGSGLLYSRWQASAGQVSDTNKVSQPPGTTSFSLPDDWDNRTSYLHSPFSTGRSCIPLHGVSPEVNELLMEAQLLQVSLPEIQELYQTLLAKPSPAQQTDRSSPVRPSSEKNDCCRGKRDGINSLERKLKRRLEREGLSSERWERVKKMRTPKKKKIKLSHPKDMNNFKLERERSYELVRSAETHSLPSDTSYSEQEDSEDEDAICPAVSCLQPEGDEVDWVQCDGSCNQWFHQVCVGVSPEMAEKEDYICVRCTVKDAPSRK
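Here, H3K4me3 peptide (12.5 µM in substrate mix) is demethylated by KDM5BΔAP, 200 nM final, after 10 min compound exposure. Formaldehyde product is coupled through FDH (0.25 U/mL in mix) to NADH fluorescence; 30-min ΔRFU feeds dose-response curves.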
* hit, by the source's call; i = inactive; ? = inconclusive; & = joins results of further samples; [ ] = dose if it differs, or a comment. Potency means the concentration at half of the fitted maximal effect. Some of the compounds tested, so the mix of outcomes need not match the whole.

KDM5B inh	molecule
-10.2%	C=CCSc1nnc(NC(=O)c2cc(=O)c3ccccc3o2)s1
21.6%[115 µM]	COCCOCC1(CNC(=O)C2CC2)C[C@@H](O)[C@@H](O)C1 (stereo partly drawn)
?	COc1ccc(CCNc2nc(-c3ccc(F)cc3)c(CC(=O)O)s2)cc1OC
22.4µM*	CCOc1ccccc1C(=O)NC(C)C(=O)N1CCN(c2ccccn2)CC1 (stereo not drawn)
-10.9%	CN1CCN(C(=O)c2cnn(-c3ccc(F)cc3F)c2C2CCN(C(=O)OC(C)(C)C)CC2)CC1
?	CCOc1ccccc1CNC(=O)c1cnc2sc(N3CCCCCC3)nn2c1=O
31.6µM*	COc1ccc(OCC2(C)COc3ccc(C(=O)NCC4CCOCC4)cc3N2)cc1 (stereo not drawn)
?	Cc1ccc(-c2c(NC(=O)CN3CCC(C(N)=O)CC3)oc3ccccc3c2=O)cc1
-12.0%	O=C(CCc1nnn2c1CN(C(=O)NCc1ccc(F)cc1)CC2)N1CCOCC1
-6.8%	CCOC(=O)C1C2C=CC(C3CC23)C1C(=O)OCC(=O)c1ccccc1 (stereo not drawn)
-18.2%	Cc1cnc(CN2CCC3(CCC(=O)N(CCCO)C3)CC2)[nH]1
12.5%	CCCOc1ccc(CN2CCC3(CC2)CC(O)CCO3)cc1OC (stereo not drawn)
7.7%[149 µM]	Clc1ccc(-c2nnc3n2CCN(CC2CC2)C3)cc1
-13.9%	Cc1ccc(C(=O)Nc2ccc(C(=O)OCc3cc(=O)n4ccsc4n3)cc2)cc1
22.4µM*	O=C(Cc1ccccc1)N1CCC2(CC1)CN(c1ncccn1)CC2CO (stereo not drawn)
31.6µM*	Oc1ccccc1-c1cc(C2=CCOCC2)c2cncn2c1
-13.1%	CCC1CCCCN1C(=O)c1cc(COc2ccc(-n3cncn3)cc2)on1 (stereo not drawn)
-14.2%	CCOc1cc(/C=N/NC(=O)C(O)(c2ccccc2)c2ccccc2)ccc1OC(=O)c1ccco1
5.9%	COc1ccc(-n2nnnc2C(C)(C)Nc2ccc(C)cc2)cc1
-1.7%	O=C(NCC1CCCO1)c1ccccc1NS(=O)(=O)c1ccc2[nH]c(=O)[nH]c2c1 (stereo not drawn)
3.9%	Cc1cnn(CCC(=O)N2CCC(C3CCN(S(C)(=O)=O)CC3)C2)c1 (stereo not drawn)
?	COc1ccccc1CCNC(=O)c1ccc2c(c1)c(C)c(C)n2C
-12.6%	COC[C@@H]1CN(C(=O)c2ccc(=O)[nH]c2)C[C@H]1c1ccncc1
-3.4%	CCOC(=O)N1CCN(C(=O)c2ccc(Cl)nc2)CC1
-22.0%	CCC(C)(C)C1CCC(NC(=O)Cc2cc(OC)c(OC)c(OC)c2)CC1 (stereo not drawn)
-5.6%	Cn1c(=O)c2c(ncn2CC(=O)Nc2ccccc2Br)n(C)c1=O
-24.4%	CCCOc1ccc(C2c3c(-c4ccccc4O)n[nH]c3C(=O)N2Cc2cccnc2)cc1 (stereo not drawn)
35.5µM*	COc1cccc(Nc2ccc3c(n2)C(C)(C(=O)NCC2CC2)CN(C)C3)c1 (stereo not drawn)
?	Cc1ncoc1C(=O)N1CCCC(c2nnnn2C)C1 (stereo not drawn)
?	Cc1ccc(-n2ncc(C(=O)N3CCN(c4cccc(C)c4)C(C)C3)c2C2CCN(C(=O)OC(C)(C)C)CC2)cc1 (stereo not drawn)
166.1%[activator]	COc1cc(-c2noc(-c3nc(-c4ccc5c(c4)OCO5)no3)n2)cc(OC)c1OC
14.0%	CCN(CC)C(=O)CSc1nc2cc(S(=O)(=O)N(C)C)ccc2o1
?	CCN(CC)Cc1cnc2c(C(=O)N3CCCN4CCC[C@H]4C3)cnn2c1
-4.5%	Cc1c(C(=O)Nc2ccc(S(=O)(=O)N(C)C3CCN(C)CC3)cc2)oc2c(Cl)cccc12
46.9%[activator]	COC(=O)Nc1ccc(S(=O)(=O)N2CCCC(C(=O)N3CCN(C)CC3)C2)cc1 (stereo not drawn)
-11.9%	CCCNc1c(NC(=O)Nc2ccc(OC)c(OC)c2)c(=O)oc2ccccc12
4.7%	O=C(CCc1ncc(-c2ccc(Cl)cc2)o1)NC1CCCC1
?	CCCSc1oc(-c2cccs2)nc1S(=O)(=O)c1ccc(C)cc1
-2.6%	COc1ccccc1Oc1c(CCC(=O)NCC2CCCO2)c(C)nn1-c1ccc(F)cc1 (stereo not drawn)
-14.3%	COc1cccc(C(=O)c2cn(CC(=O)NCCc3ccccc3)c3nc(C)ccc3c2=O)c1
-6.6%[86.2 µM]	CC(C)NC(=O)C[C@@H]1C[C@H]2O[C@H](CNCc3cnccc3Cl)[C@@H](O)[C@H]2O1
-21.4%	Cc1ccc(Cc2nc3ccccc3nc2SCC(=O)NCCc2ccccc2)cc1
12.4%	O=C(NCc1ccccc1F)C1(Cc2nc3ccccc3s2)CCCC1
-29.2%	CC(=O)c1[nH]c(C)c(C(=O)N[C@H]2[C@H]3CCO[C@H]3[C@@H]2N2CCCC2)c1C
5.1%	Cc1ccc(COC(=O)c2nnn(-c3ccccc3)c2C)c(C)c1
-20.3%	CCOc1ccc(CCNC(=O)c2ccc3c(c2)N(Cc2ccccc2F)C(=O)c2ccccc2S3=O)cc1OCC (stereo not drawn)
?	O=c1c2c3c(nn2ccn1Cc1ccc(Cl)cc1)CCCC3
4.7%	Cn1ccnc1CN1CCC2(CC1)CC(c1ccccc1)C(=O)N(C1CC1)C2 (stereo not drawn)
?	COc1cc(/C=C2\COC/C(=C\c3cc(OC)c(OC)c(OC)c3)C2=O)cc(OC)c1OC
5.0%	Cc1cc2nn(-c3ccccc3)nc2cc1NC(=O)c1ccc(Br)o1
10.6%	CCOC(=O)N1CCN(C(=S)NC(=O)C2CCCC2)CC1
13.7%	O=C(c1ccc2c(c1)OCO2)N1CCC2(CC1)NC(=O)N(c1cccc(F)c1)N2
-1.5%	COc1ccccc1CC(=O)Nc1cnc(-c2cccnc2)nc1
?	Cc1csc2nc(COc3cccc(NC(=O)c4ccccc4F)c3)cc(=O)n12
8.3%	Cc1cccc(OCC(=O)N2CCC(NC(=O)c3ccccc3)CC2)c1
12.8%	CCOC(=O)c1[nH]c2c(c1C)/C(=N/O)CCC2
-16.0%	CCc1ccc(NC(=S)Nc2ccc(C)c(S(=O)(=O)N(CC)CC)c2)cc1
9.7%	O=C(CCNC(=O)c1ccccc1Cl)Nc1cc(C(F)(F)F)ccc1N1CCCC1
7.9%	COc1ccc(NC(=O)CCc2ncc(-c3ccc(Cl)cc3)o2)cc1
0.6%	Cc1cc(C)cc(-n2ccn(CC(=O)Nc3ccccc3F)c(=O)c2=O)c1

Remaining list, next part:
KDM5B inh	molecule
-4.4%	CCCn1nc(C(=O)NCC)c2ccccc2c1=O
-15.5%	CCOc1cccc2c(C)nc(Nc3nc(-c4ccccc4)cc(=O)[nH]3)nc12
-12.6%[86.2 µM]	CC(C)NC(=O)C[C@@H]1O[C@H](CNCc2ccc(F)cc2)[C@@H](O)[C@H]1O
-1.9%	COc1ccc(-c2nc(CNC(=O)Nc3ccccc3Cl)c(C)o2)cc1
-0.7%	CC(Sc1nc2ccc(F)cc2c(=O)[nH]1)C(=O)NC1CC1 (stereo not drawn)
-24.0%[86.2 µM]	O=C(Nc1ccccc1)c1nc2c(o1)CCN(Cc1cccnc1)CC2
0.4%	COC(=O)c1cccc(OCc2ccccc2C#N)c1
7.7%	Cc1ccc(C(=O)N2CCC3(CC2)NC(=O)N(c2ccccc2)N3)cc1C
23.0%	O=C(COC(=O)c1ccc2c(c1)NC(=O)CS2)NCc1cccs1
31.2%[activator]	Cc1c(C(=O)NC2CCS(=O)(=O)C2)nnn1-c1ccccc1 (stereo not drawn)
-9.9%	COc1cc(CNC(=O)C2Cn3cccc3C(=O)N2)cc(OC)c1 (stereo not drawn)
-9.0%	Cc1cccc(CC(=O)N2CC(C(=O)NC3CCCCC3)C3(CCOCC3)C2)c1 (stereo not drawn)
19.3%	O/N=C/c1ccccc1Cl
?	CC(NC(=O)c1ccccc1NC(=O)c1nsc2ccccc12)c1ccccc1 (stereo not drawn)
18.7%	COC(=O)c1cn(S(=O)(=O)c2ccccc2)c2ccccc12
5.7%	O=C([C@H]1C[C@H](Oc2ccccc2)CN1C(=O)C1CCC1)N1CCOCC1
-22.1%	CC(C)c1nn2c(=O)cc(COC(=O)c3ccccc3NC(=O)c3cccc(Cl)c3)nc2s1
?	COCCO[C@H]1C(=O)N(C2CCN(Cc3c[nH]c4ccccc34)CC2)[C@H]1c1ccncc1
-30.0%	COc1ccccc1N=C1SC(C(=O)Nc2ccccc2OC)CC(=O)N1C (stereo not drawn)
-8.5%[86.2 µM]	COC(=O)c1ccc2c(c1)nc1n2[C@@H](CNC(=O)c2ccc(F)cc2)COC1
-11.3%[115 µM]	OCCc1cc(CC2(NC3CCOCC3)COC2)no1
18.1%[86.2 µM]	CC(C)NC(=O)C[C@@H]1C[C@H]2O[C@H](CNCc3ccccc3Cl)[C@@H](O)[C@H]2O1
18.2%	C=CCC1(C(=O)O)CCCN(C(=O)c2cn(CCN)nn2)C1 (stereo not drawn)
-27.1%[86.2 µM]	O=C1Cc2c(-c3ccccc3Oc3ccccc3)n[nH]c2CN1Cc1ccccn1
?	COc1ccccc1NC(=O)Cn1c(N(C)Cc2ccccc2)nc(C)cc1=O
i	COc1ccc(-c2nc3ccc(-c4ccc5c(c4)OCO5)cc3o2)c(OC)c1OC
-7.5%	CS(=O)(=O)N(C1CCOCC1)C1CN(C(=O)c2cncc(Br)c2)C1
i	O=C(O)c1cc(/C=C/c2csc(-c3ccccn3)n2)nc2cc(F)ccc12
-7.0%	COc1ccc(CCNC(=O)CCc2nc(CS(=O)(=O)c3ccc(Cl)cc3)no2)cc1OC
5.8%	CCCNC(=O)c1c(OCC2CC2)cc(=O)n2c1CCCCC2
6.9%&24.1%	C[C@@H](C(=O)N[C@@H](Cc1ccccc1)C(=O)O)n1nnc2ccccc2c1=O
-8.7%	CCCCS(=O)(=O)N1C[C@@H](C(N)=O)[C@H](c2n[nH]c(C)n2)C1
-4.4%	COc1cc2c(cc1OC)n(CC(=O)c1cccc(Cl)c1)c(=O)n1nc(CCn3nc(C)cc3C)nc21
29.2%	COc1ccc(/C=C2/C(=O)C(C)(C(C)C)CCC2C)cc1 (stereo not drawn)
?	O=C(Nc1ccc2nc(SCC(=O)N3CCCC3)sc2c1)c1cccc(Br)c1
-29.1%	CC(C)(CC(=O)O)CC(=O)N1CCN2C(=O)c3cc(-c4ccccc4F)ccc3NC(=O)[C@@H]2C1
?	c1ccc(OCCCCN2CCOCC2)c(CNC2CCNC2)c1 (stereo not drawn)
22.1%	CCc1ccccc1S(=O)(=O)N1CCC2(CC1)CN(C(C)=O)CC2COC (stereo not drawn)
1.8%	CC1Oc2ccc(NC(=O)c3ccccc3F)cc2CN(C2CCCc3ccccc32)C1=O (stereo not drawn)
?	CN(Cc1ccccc1Br)c1cc(C(=O)N2CCOCC2)c2ccccc2n1
49.3%	CCc1nc(CCNC(=O)CC2COCCN2S(=O)(=O)C2CC2)no1 (stereo not drawn)
10.1%	CN(CC(=O)Nc1ccc2[nH]c(=O)[nH]c2c1)Cc1ccccc1N1CCCCC1
22.7%	CN(C)S(=O)(=O)Nc1cccc(Br)c1
-22.4%	CC1CCc2nn(CC(=O)Nc3ccccc3Cl)cc2C1 (stereo not drawn)
-17.9%	Cc1ccc(Cn2c(CCCOc3ccc(Cl)cc3Cl)n[nH]c2=S)cc1
11.3%	CCCS(=O)(=O)N1CCN(Cc2cc(=O)n3nc(-c4ccc(Cl)cc4)sc3n2)CC1
-3.9%	COc1cccc(C(=O)NCc2cccnc2Oc2ccc(C)nc2)c1C
-13.0%	O=S(=O)(c1cccnc1)N1CCC(N2CC(OCC3CC3)C23CCOCC3)CC1 (stereo not drawn)
?	Cc1ccc(S(=O)(=O)N2CCCC2)cc1C(=O)Nc1ccc(-c2nc3ccccc3[nH]2)cc1
-16.4%	O=C(CSc1nnc(-c2ccncc2)n1-c1ccccc1)Nc1ccc(F)cc1
?	O=S(=O)(NCCc1ncc2ccccn12)c1ccccc1

A stretch from further up, as a working copy:
KDM5B inh	molecule
22.1%	CCc1ccccc1S(=O)(=O)N1CCC2(CC1)CN(C(C)=O)CC2COC (stereo not drawn)
1.8%	CC1Oc2ccc(NC(=O)c3ccccc3F)cc2CN(C2CCCc3ccccc32)C1=O (stereo not drawn)
?	CN(Cc1ccccc1Br)c1cc(C(=O)N2CCOCC2)c2ccccc2n1
49.3%	CCc1nc(CCNC(=O)CC2COCCN2S(=O)(=O)C2CC2)no1 (stereo not drawn)
10.1%	CN(CC(=O)Nc1ccc2[nH]c(=O)[nH]c2c1)Cc1ccccc1N1CCCCC1
22.7%	CN(C)S(=O)(=O)Nc1cccc(Br)c1
-22.4%	CC1CCc2nn(CC(=O)Nc3ccccc3Cl)cc2C1 (stereo not drawn)
-17.9%	Cc1ccc(Cn2c(CCCOc3ccc(Cl)cc3Cl)n[nH]c2=S)cc1
11.3%	CCCS(=O)(=O)N1CCN(Cc2cc(=O)n3nc(-c4ccc(Cl)cc4)sc3n2)CC1
-3.9%	COc1cccc(C(=O)NCc2cccnc2Oc2ccc(C)nc2)c1C
-13.0%	O=S(=O)(c1cccnc1)N1CCC(N2CC(OCC3CC3)C23CCOCC3)CC1 (stereo not drawn)
?	Cc1ccc(S(=O)(=O)N2CCCC2)cc1C(=O)Nc1ccc(-c2nc3ccccc3[nH]2)cc1
-16.4%	O=C(CSc1nnc(-c2ccncc2)n1-c1ccccc1)Nc1ccc(F)cc1
?	O=S(=O)(NCCc1ncc2ccccn12)c1ccccc1

2 of these compounds, reformatted.
structure	KDM5B inh
CCOc1ccccc1CNC(=O)c1cnc2sc(N3CCCCCC3)nn2c1=O	?
COc1ccc(OCC2(C)COc3ccc(C(=O)NCC4CCOCC4)cc3N2)cc1 (stereo not drawn)	31.6µM*
